Source: PubChem BioAssay (several laboratories)
CatS block: blocks human cathepsin S protease activity; inhibition, %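 (tested at 5 µM per compound within 10-compound mixtures)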; 62,000 tested, 0.06% active; recombinant cathepsin S, AMC dipeptide fluorescence, pooled mixtures; AID 501; P25774; in the data active = inhibition above about 32%, passing the limit was not always enough;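 note: 0% = enzyme without compound and 100% = blank without enzyme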
C1s block: blocks human complement C1s protease activity. purified C1s, fluorogenic AMC substrate, pooled mixtures. mean inhibition % of two 10-compound mixtures (active compounds read high), % at 5 µM (by protocol). P09871. 62,000 tested, 0.16% active;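 active = inhibition above 20% in each of the two 10-compound mixture wells holding the compound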;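 note: 0% = enzyme wells lacking compound mixture and 100% = no-enzyme blank wells; some compounds called inactive have numbers as strong as hits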
Target sequence (P09871 16-437 limits assumed): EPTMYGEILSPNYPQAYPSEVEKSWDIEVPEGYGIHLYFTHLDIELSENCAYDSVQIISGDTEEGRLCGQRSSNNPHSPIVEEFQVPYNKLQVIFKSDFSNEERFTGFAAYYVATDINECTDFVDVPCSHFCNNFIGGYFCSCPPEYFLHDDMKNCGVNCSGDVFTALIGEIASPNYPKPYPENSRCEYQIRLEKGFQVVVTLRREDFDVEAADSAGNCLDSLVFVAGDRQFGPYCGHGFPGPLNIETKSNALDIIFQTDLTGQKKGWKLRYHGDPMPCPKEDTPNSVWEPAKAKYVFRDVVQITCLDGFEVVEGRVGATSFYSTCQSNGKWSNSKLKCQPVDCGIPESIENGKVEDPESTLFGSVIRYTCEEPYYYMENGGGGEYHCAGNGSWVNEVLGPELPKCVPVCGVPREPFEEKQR
Target sequence (P09871 438-688 limits assumed): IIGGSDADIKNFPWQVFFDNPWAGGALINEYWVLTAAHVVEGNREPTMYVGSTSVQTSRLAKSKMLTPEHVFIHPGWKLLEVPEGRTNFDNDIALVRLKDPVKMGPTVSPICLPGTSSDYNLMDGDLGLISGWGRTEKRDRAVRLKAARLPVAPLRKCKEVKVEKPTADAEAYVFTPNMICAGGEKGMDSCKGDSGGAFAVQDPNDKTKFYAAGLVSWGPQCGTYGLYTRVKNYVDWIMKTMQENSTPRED
CatL block: inhibitors of human cathepsin L; inhibition, %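 (tested at 10 µM)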; P07711; purified cathepsin L, fluorogenic substrate, fluorescence; 58,000 tested, 0.17% active; in the data active = inhibition above about 45%;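 note: 0% = enzyme with no compound and 100% = no enzyme blank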
Target sequence (P07711 114-288 limits assumed): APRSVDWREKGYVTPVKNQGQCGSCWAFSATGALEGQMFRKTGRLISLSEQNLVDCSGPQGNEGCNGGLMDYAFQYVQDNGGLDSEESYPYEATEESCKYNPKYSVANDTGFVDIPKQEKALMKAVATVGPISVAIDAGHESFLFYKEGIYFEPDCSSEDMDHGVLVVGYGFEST
Target sequence (P07711 292-333 limits assumed): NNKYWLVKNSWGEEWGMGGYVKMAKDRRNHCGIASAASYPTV
CatB mixtures: human cathepsin B inhibition by mixtures | P07858 | 62,000 tested, 0.06% active | inhibition, %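 (ten-compound pools at 5 µM per compound and 50 µM total)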 | Purified cathepsin B, AMC dipeptide fluorescence, compound mixtures; in the data active = inhibition above about 22%, passing the limit was not always enough;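 note: 0% = enzyme without compound and 100% = no enzyme blank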
FXIIa inh mix: inhibitors of human coagulation factor XIIa, pooled mixtures; P00748; purified FXIIa, fluorogenic substrate; inhibition, % at 5 µM; 62,000 tested, 0.2% active; AID 684;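 note: 0% = enzyme without compound and 100% = no enzyme blank; some results filed as inactive read as strong as hits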
Abs 340nm: compounds absorbing at 340 nm; compound absorbance at 340 nm, fold over control; fold change at 10 µM; 65,000 tested, under 10 active;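 active = at 10 µM dose, initial 340 nm absorbance at least 2 fold that of control wells; inactive = change under 2 fold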;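 note: initial absorbance extrapolated from kinetic A340 decline of NADH oxidation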
FXIa mix inh: blocks human factor XIa in pooled compound mixtures; P03951; purified FXIa, fluorogenic substrate; inhibition, % at 5 µM; 62,000 tested, 0.19% active; AID 680;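 note: each value is inhibition by a whole ten-compound pool holding the compound; 0% = enzyme with no mixture and 100% = wells lacking enzyme; strong numbers were not always called active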
CatB block: inhibitors of human cathepsin B. 63,000 tested, 0.1% active. inhibition, %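 (tested at 10 µM)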. P07858. purified cathepsin B, fluorogenic substrate, fluorescence. AID 453; in the data active = inhibition above about 21%;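 note: 0% = enzyme with no compound and 100% = no enzyme blank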
Cathepsin G inh: blocks human cathepsin G enzyme activity | P08311 | 62,000 tested, 0.2% active | inhibition, % at 5 µM (by protocol) | purified enzyme, AMC-tetrapeptide fluorescence, pooled mixtures;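 active = inhibition above 20% in each of the two mixture wells holding the compound; inactive = inhibition of 20% or less in either well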;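 note: 0% = enzyme control without mixture and 100% = blank lacking enzyme; strong numbers were not always called active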
* marks the source's active call; other numbers are inactive results; · = not tested or not shown. Cut-off read from the data, not from the text of the source, unless noted: active = inhibition above about 20% (passing the limit was not always enough); inactive = the rest. This is a subset; count on the stated rates, not on these rows.

nr	Molecule	CatL block	C1s block	Abs 340nm	Cathepsin G inh	CatS block	CatB block	FXIa mix inh	CatB mixtures	FXIIa inh mix
1	CCc1ccccc1N1CC23C=CC(O2)C(C(=O)O)C3C1=O (stereo not given)	39	-23	0.96	-4	1	-6	1	5	-20
2	O=C(N1CCOCC1)N(Cc1ccccc1)c1ccccn1	2	3	1	-3	5	-3	3	1	10
3	Cc1cccc2cc(CN(Cc3ccco3)C(=O)c3cccs3)c(=O)[nH]c12	0	2	1.1	-5	4	0	3	-3	4
4	CCC(=O)c1cc2c(cc1NC(=O)c1cccs1)OCCO2	·	11	1.1	8	11	5	2	0	2
5	COCCOC(=O)c1[nH]c2c(c1C)C(=O)CC(c1ccc(F)cc1)C2 (stereo not given)	-3	1	1	8	-5	-2	0	0	4
6	CCCCc1nnc(NC(=O)C2CCCO2)s1 (stereo not given)	10	4	1	13	15	3	9	-5	0
7	O=c1[nH]cc(COCc2ccccc2)c(=O)[nH]1	9	4	1.1	6	-6	5	7	3	1
8	CCOC(=O)C1=C(C)NC(SCc2cc(=O)[nH][nH]2)=C(C#N)C1c1cccs1 (stereo not given)	2	11	1	13	12	8	1	4	3
9	COc1ccc(-n2nc(C(=O)NCc3ccco3)c3c4ccccc4n(C)c3c2=O)cc1	7	-175	1.1	-14	-9	1	-23	-5	7
10	COc1ccc(C(=O)Cn2c(N3CCCCC3)nc3c2c(=O)n(C)c(=O)n3C)cc1OC	-4	2	1	11	0	2	1	-1	5

nr	Molecule	CatL block	C1s block	Abs 340nm	Cathepsin G inh	CatS block	CatB block	FXIa mix inh	CatB mixtures	FXIIa inh mix
11	O=C(O)C1CC=CCC1C(=O)Nc1cccc(C(=O)N2CCCCC2)c1 (stereo not given)	-2	-9	0.98	-3	10	7	-12	1	-1
12	CCOC(=O)C(CC)Sc1nnc2n1C(C)(C)Cc1ccccc1-2 (stereo not given)	22	-5	0.99	-1	2	3	-1	-1	-3
13	CCn1c(=O)cc(SCC(=O)N2CCC(C)CC2)c2ccccc21	1	-7	1	-3	15	4	5	-2	4
14	Cc1ccc(S(=O)(=O)N2CCN(C(=O)c3c(C)nn(-c4ccccc4)c3Cl)CC2)cc1	-13	8	0.97	-1	-5	-4	8	4	14
15	Cc1ccc(N=Cc2c(O)n(C)c(=O)n(C)c2=O)nc1	-3	9	1.3	10	-4	1	10	5	-1
16	COc1ccc(CN2C(=O)C(O)(CC(=O)c3c(C)n[nH]c3C)c3ccccc32)cc1OC (stereo not given)	-2	12	0.98	10	-3	2	10	2	11
17	CCOC(=O)CN1C(=O)CSc2ccccc21	6	-30	0.99	2	-2	-4	7	5	8
18	O=C(NC1CCCC1)C1CCCN1C(=O)Nc1ccc(Cl)cc1 (stereo not given)	-6	1	1	-2	-5	-1	1	-1	0
19	Cc1cc(C)n2cc(CSC3=NCCS3)nc2n1	-27	-21	1	-2	-6	-4	5	7	-17
20	CC1C(=O)C(C)C(c2cccs2)NC1c1cccs1 (stereo not given)	-7	0	1	-12	2	5	5	2	4

nr	Molecule	CatL block	C1s block	Abs 340nm	Cathepsin G inh	CatS block	CatB block	FXIa mix inh	CatB mixtures	FXIIa inh mix
21	COc1ccc(NC(=O)C2c3cc(OC)c(OC)cc3C(=O)N(C)C2c2cccnc2)cc1OC (stereo not given)	5	-3	1	1	8	-2	8	2	1
22	CC(Sc1nnnn1C)C(=O)Nc1ccc(Oc2ccccc2)cc1 (stereo not given)	3	12	0.99	1	6	2	1	2	4
23	Cc1nc2sc(C(c3cccc(F)c3)N3CC(C)OC(C)C3)c(O)n2n1 (stereo not given)	7	4	1	3	3	-3	2	-2	9
24	CCOC(=O)c1c(NC(=O)CSc2nnnn2C)sc(C)c1-c1ccc(C)cc1	-3	0	1	6	0	3	-3	2	5
25	O=C1c2ccccc2C(=O)N1CCc1nc(-c2cccnc2)no1	1	-16	1	0	7	0	15	7	0
26	O=C(NS(=O)(=O)c1ccc(NC(=O)C2CCCO2)cc1)c1ccccc1 (stereo not given)	40	14	1	10	7	5	-3	5	4
27	COc1ccccc1OCCn1c(C(C)O)nc2ccccc21 (stereo not given)	-1	-158	1	-6	18	0	-15	35	-2
28	COC(=O)c1ccc(N2CCN(C)CC2)c(NC(=O)COc2ccc(OC)cc2)c1	4	12	1	8	1	2	8	5	2
29	COC(=O)c1c(NC(=O)CN2CCN(C(=O)c3ccco3)CC2)c2c(C)cccc2n1C	11	-17	1	4	10	5	-6	3	3
30	CCCn1c(CN2CCN(C(=O)c3ccco3)CC2)nc2c1c(=O)n(C)c(=O)n2C	3	0	1	7	-1	0	3	3	4

nr	Molecule	CatL block	C1s block	Abs 340nm	Cathepsin G inh	CatS block	CatB block	FXIa mix inh	CatB mixtures	FXIIa inh mix
31	O=C1CN(C(=O)c2ccco2)C(c2ccccc2)c2cc(Cl)ccc2N1 (stereo not given)	-1	-2	1	3	-2	1	4	6	-12
32	CCCOC(=O)CCn1c(=S)oc2ccccc21	6	4	0.95	2	12	1	9	8	5
33	COc1ccc2nc(SCC(=O)Nc3ccc4c(c3)OCCO4)[nH]c2c1	-1	-4	1	-1	-4	-1	5	1	-1
34	CNC(=O)c1ccc(OCc2ccccc2)c(OC)c1	9	-2	1	4	2	3	-5	0	3
35	CCOC(=O)c1ccc(NC(=O)C(CC)(CC)C(=O)OCC)cc1	7	10	1	12	9	6	1	6	50*
36	Cc1cnc(C(=O)OCC(=O)N2c3ccccc3NC(=O)C2(C)C)cn1	7	11	1	8	0	1	4	3	8
37	CNC(=O)NC(=O)CSc1ccc(NC(C)=O)cc1	·	3	1	2	11	1	17	8	4
38	CCOC(=O)c1cc2c(=O)n3ccccc3nc2n(C(C)C)c1=NC(=O)c1ccncc1	-14	-13	1.1	16	6	2	-1	1	2
39	Cc1ccc(SCCC(=O)N2CCCC2)cc1	-17	-60	0.99	-11	-19	-6	-7	-7	8
40	O=C(Nc1cccc(Cl)c1)c1ccc2c(=O)n3c(nc2c1)CCCCC3	-6	-22	1	-1	-5	-3	3	-1	11

nr	Molecule	CatL block	C1s block	Abs 340nm	Cathepsin G inh	CatS block	CatB block	FXIa mix inh	CatB mixtures	FXIIa inh mix
41	CCOC(=O)N1CCC(N2Cc3cccc(C(=O)NCc4ccccc4OC)c3C2=O)CC1	7	-3	0.99	0	0	-2	7	0	5
42	COc1ccc(S(=O)(=O)N2CCC(C(=O)N3CCc4ccccc4C3)CC2)cc1	4	-6	1.1	-1	9	3	6	6	2
43	CCCn1c(SCC(=O)NC2CCCCC2)nnc1-c1ccncc1	10	0	1	9	14	3	3	4	-2
44	COc1ccc(N2CCN(c3cc(=O)n(Cc4ccc(F)cc4)c(=O)[nH]3)CC2)cc1	10	-5	1.1	4	9	5	3	6	1
45	COc1ccc(OC)c(-c2nnc(SCC(=O)N3CCOCC3)o2)c1	5	-1	1	8	-4	1	7	1	2
46	Cc1ccc(NCc2nnc(SCC(=O)Nc3cccc(O)c3)n2CC2CCCO2)c(C)c1 (stereo not given)	6	-8	0.99	7	-8	12	2	4	-14
47	CN(CCCCCNC(=O)/C=N/O)Cc1ccccc1	0	1	1	1	-1	0	11	1	-10
48	O=C(CCNS(=O)(=O)c1ccc2c(c1)CCC(=O)N2)NCc1ccc2c(c1)OCO2	10	1	1	-1	0	-4	2	-1	9
49	O=C(c1cccc(F)c1)N1CCN(C(=O)C2CC2)CC1	14	-8	1.1	11	9	3	-9	-1	1
50	CCc1nc(SCC(=O)Nc2c(C)n(C)n(-c3ccccc3)c2=O)n[nH]1	-1	-5	1.1	4	-10	1	3	-4	9

nr	Molecule	CatL block	C1s block	Abs 340nm	Cathepsin G inh	CatS block	CatB block	FXIa mix inh	CatB mixtures	FXIIa inh mix
51	O=C(Oc1ccc(-c2nc(-c3ccccn3)no2)cc1)c1ccccc1	10	1	1	2	15	-4	5	4	-19
52	CC(=O)Nc1cccc(NC(=O)C2CCCN2C(=O)Nc2ccc(Cl)cc2)c1 (stereo not given)	9	1	1	-4	7	3	5	1	9
53	Cc1ccc(C(=O)CSc2nnc(COc3cccc(C)c3)o2)cc1	1	12	1	-1	0	-2	1	0	9
54	O=C(CSc1nnc2ncccn12)N1CCCCCC1	8	12	1	10	0	4	7	2	21
55	Cc1cc(=O)oc2cc(OCc3ccc(S(=O)(=O)N4CCOCC4)cc3)ccc12	4	12	1.1	32	-2	4	6	2	4

In the list so far, 8 have an NH in an aromatic ring.
nr	Molecule	CatL block	C1s block	Abs 340nm	Cathepsin G inh	CatS block	CatB block	FXIa mix inh	CatB mixtures	FXIIa inh mix
3	Cc1cccc2cc(CN(Cc3ccco3)C(=O)c3cccs3)c(=O)[nH]c12	0	2	1.1	-5	4	0	3	-3	4
5	COCCOC(=O)c1[nH]c2c(c1C)C(=O)CC(c1ccc(F)cc1)C2 (stereo not given)	-3	1	1	8	-5	-2	0	0	4
7	O=c1[nH]cc(COCc2ccccc2)c(=O)[nH]1	9	4	1.1	6	-6	5	7	3	1
8	CCOC(=O)C1=C(C)NC(SCc2cc(=O)[nH][nH]2)=C(C#N)C1c1cccs1 (stereo not given)	2	11	1	13	12	8	1	4	3
16	COc1ccc(CN2C(=O)C(O)(CC(=O)c3c(C)n[nH]c3C)c3ccccc32)cc1OC (stereo not given)	-2	12	0.98	10	-3	2	10	2	11
33	COc1ccc2nc(SCC(=O)Nc3ccc4c(c3)OCCO4)[nH]c2c1	-1	-4	1	-1	-4	-1	5	1	-1
44	COc1ccc(N2CCN(c3cc(=O)n(Cc4ccc(F)cc4)c(=O)[nH]3)CC2)cc1	10	-5	1.1	4	9	5	3	6	1
50	CCc1nc(SCC(=O)Nc2c(C)n(C)n(-c3ccccc3)c2=O)n[nH]1	-1	-5	1.1	4	-10	1	3	-4	9
